Source: PubChem BioAssay (National Center for Advancing Translational Sciences (NCATS))
Fluorescein fluor – qHTS Assay for Spectroscopic Profiling in Fluorescein Spectral Region | actives 0.91% (n = 59,000) | Compound autofluorescence, 480/540 nm, fluorescein-equivalent; active compounds read high | AID 593, 2007 | max fluorescein-equivalent concentration, M; in the data active = max fluorescein-equivalent concentration above about 10 nM; inconclusive = between about 1.1 nM and that limit
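Normalized response (dye-equivalent concentration) derives from comparing each well's 540 nm emission, under 480 nm excitation, with plate-resident fluorescein standards. Compounds were held in 100 mM Tris, pH 8.0, for 15 min at room temperature.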
4MU fluor – qHTS Assay for Spectroscopic Profiling in 4-MU Spectral Region; compound autofluorescence, 340/450 nm, 4-MU equivalents; active compounds read high; max dye-equivalent concentration, M; actives 11% (n = 59,000); AID 589, 2007; in the data active = max dye-equivalent concentration above about 10 nM; inconclusive = mostly about 1.1 nM to 9.6 nM
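Compounds in 100 mM Tris, pH 8.0, incubated 15 min at room temperature, then fluorescence read at 340 nm excitation/450 nm emission. Signal converted to 4-MU dye-equivalent concentration using an on-plate six-point 4-MU standard curve.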
Epigenetic mod – qHTS Assay for Epigenetic Modulators. actives 0.09% (n = 68,000). Potency, µM (top dose mostly 46.1 µM), inactives show top-dose GFP derepression (activation). mouse C127i GFP locus derepression, cytometry, 30 h. AID 597, 2007; note: % of control where 0% means no effect
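Derepression screen: silenced CMV-GFP reporter in murine C127i cells, 30 h compound incubation at 37 C, washed cells imaged by laser-scanning cytometer to enumerate GFP-expressing objects of 20 to 120 um.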
Texas Red fluor – qHTS Assay for Spectroscopic Profiling in Texas Red Spectral Region. max dye-equivalent concentration, M. AID 587, 2007. Compound fluorescence, Texas Red channel, 547/618 nm; active compounds read high. actives 0.06% (n = 59,000); in the data active = max dye-equivalent concentration above about 10 nM; inconclusive = between about 1.1 nM and that limit
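Compound titrations in 100 mM Tris pH 8.0 were incubated 15 min at room temperature and read at 547 nm excitation / 618 nm emission. Texas Red six-point standard curve on each plate converted fluorescence to dye-equivalent concentration.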
CRE-bla Fsk – Cell signaling CRE-BLA (Fsk stim); CHO CRE-bla reporter (cAMP response element driving beta-lactamase), forskolin EC10, beta-lactamase ratio; Potency, µM (top dose mostly 38.2 µM), for the others: at the highest dose activity change, negative = inhibition, most hits filed as activators; actives 2.5% (n = 71,000); AID 662, 2007; active = well fitted activation curve with a large enough effect in the signal ratio, with a control signal flat, not every such curve was filed as active; inconclusive = small, poorly fitted or top-dose-only effect, or effect the other way, or a change in a side signal; the % refers to the signal ratio; note: potency is the fitted concentration of half-maximal effect; % of control where 0% means no effect
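Reporter-gene assay: CHO cells with beta-lactamase behind cAMP responsive elements, co-treated with compound and EC10 NKH 477 for 3 hours at 37 degrees Celsius. Activity came from the 460/530 nm CCF4 emission ratio.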
Hsp90 Hop PPI – qHTS Assay for Disrupters of an Hsp90 Co-Chaperone Interaction | Hsp90 C-terminal peptide / TPR2A (Hop) interaction, human | AlphaScreen TPR2A-His6 binding biotin-Hsp90 C-terminal peptide | Potency, µM (top dose mostly 57 µM), for inactives: at the top dose activity change, negative = inhibition | actives 0.44% (n = 71,000); active = well fitted curve in either direction with a large enough effect; inconclusive = small, poorly fitted or top-dose-only effect, or another doubt; note: potency is the fitted concentration of half-maximal effect; % is set by controls: 0 for no effect and ±100 for the full control effect; many of its hits are not listed in these tables
UbGFP stabilizer – Ubiquitin-GFP Assay; Ubiquitin-GFP reporter cells, proteasome inhibition, GFP fluorescence; response scale: untreated = 0%, 10 µM MG-132 = 100%; Potency, µM (series often up to 45.9 µM), inactives show top-dose activation (GFP accumulation), hits mostly activators; 67,000 tested, under 10 active; active = well fitted activation curve with a large enough effect, not every such curve was filed as active; inconclusive = small, poorly fitted or top-dose-only effect, or another doubt; inactive = no such curve, though single readings can be large or run the other way; note: potency is the fitted concentration of half-maximal effect
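Proteasome blockade was scored as a rise in GFP-expressing U2OS cells carrying a ubiquitin(G76V)-GFP construct, imaged after 4 hr compound treatment at 37 °C across a 46 uM–2.9 nM series.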
A350 autofl – qHTS Assay for Spectroscopic Profiling in A350 Spectral Region. Compound autofluorescence, 340/450 nm, Alexa 350 dye-equivalents; active compounds read high. max dye-equivalent concentration, M. actives 11% (n = 59,000). AID 590, 2007; in the data active = max dye-equivalent concentration above about 10 nM; inconclusive = mostly about 1.1 nM to 9.6 nM
Luciferase inh – qHTS Assay for Inhibitors of Firefly Luciferase; Luciferin 4-monooxygenase (Photinus pyralis), P08659; purified firefly luciferase, luminescence, 8 min; Potency, µM (titrated, usually from 57.1 µM), for inactives: at the top dose activity change, negative = inhibition, hits mostly inhibitors; actives 2.2% (n = 72,000); AID 411, 2009; note: potency is the fitted concentration of half-maximal effect; % is set by controls: 0 for no effect and ±100 for the full control effect; nearly all actives have a fitted effect of over 40% in size
Target sequence (P08659 whole entry, looked up): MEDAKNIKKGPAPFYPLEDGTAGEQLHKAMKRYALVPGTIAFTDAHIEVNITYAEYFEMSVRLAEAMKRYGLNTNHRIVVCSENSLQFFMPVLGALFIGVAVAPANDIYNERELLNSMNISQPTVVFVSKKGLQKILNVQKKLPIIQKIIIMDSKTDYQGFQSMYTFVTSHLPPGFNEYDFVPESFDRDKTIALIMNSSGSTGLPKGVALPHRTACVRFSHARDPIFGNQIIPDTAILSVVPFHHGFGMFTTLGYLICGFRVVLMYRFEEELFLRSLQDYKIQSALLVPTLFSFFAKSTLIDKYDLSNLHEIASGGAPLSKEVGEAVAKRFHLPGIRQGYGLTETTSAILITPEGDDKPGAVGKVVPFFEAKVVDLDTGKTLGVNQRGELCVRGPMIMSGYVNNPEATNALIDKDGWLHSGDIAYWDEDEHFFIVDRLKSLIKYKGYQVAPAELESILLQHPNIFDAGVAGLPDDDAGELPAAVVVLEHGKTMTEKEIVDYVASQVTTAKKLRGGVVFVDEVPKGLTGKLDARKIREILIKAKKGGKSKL
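qHTS concentration-response profiling: light output of P. pyralis luciferase with luciferin and 10 uM ATP, imidazole buffer pH 7.2. Read by luminescence after 8-min room-temperature incubation.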
HBB splice mod – qHTS Assay for Modulators of Hemoglobin Beta Chain Splicing | actives 0.06% (n = 65,000) | Potency, µM (titrated, usually from 46.1 µM), inactives show at the top dose activation, most hits filed as activators | AID 925, 2007 | HBB splicing reporter cell assay, activation; EGFP reporter with mutant IVS2-654 intron; response scale: normalised to 500 nM splice-correcting PNA; note: potency is the fitted concentration of half-maximal effect; 0% is about no effect
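HeLa cells stably expressing EGFP interrupted by mutant beta-globin intron 2 (IVS2-654), 500/well in 2% FCS. Treated with compound for 2 days at 37C. Splicing correction scored as total well GFP intensity (488 nm excitation, 500-520 nm emission); 500 nM antisense PNA served as control.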
ERK AVP inh – qHTS Assay for Inhibitors of the ERK Signaling Pathway using a Homogeneous Screening Assay; HEK293-V1b, vasopressin-stimulated pERK AlphaScreen; Potency, µM (top dose mostly 57.5 µM), inactives show top-dose activity, negative = inhibition, hits mostly inhibitors; actives 0.99% (n = 72,000); note: potency is the fitted concentration of half-maximal effect; % is set by controls: 0 for no effect and ±100 for the full control effect; nearly all actives have a fitted effect of over 55% in size
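HEK293 cells stably expressing V1b receptor, preincubated 30 min at 37 °C with compound, then stimulated 5 min with 25 nM vasopressin. Phospho-ERK by AlphaScreen SureFire after 5 h RT; normalized to DMSO and vasopressin; AC50 by Hill fit.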
* = called active by the depositor; i = inactive; ? = inconclusive; . = not tested or not shown; & = joins results of further samples; [ ] = dose if it differs, or a comment. Unless noted, calls come from the whole dose curve; as a rule, active = well fitted curve in the direction sought with a large enough effect; inconclusive = small, poorly fitted or top-dose-only effect, or another doubt; inactive = no such curve, though single readings can be large; an effect the other way counts as inactive or inconclusive. Some of the compounds tested; count on the stated rates, not on these rows.

SMILES	Fluorescein fluor	4MU fluor	Epigenetic mod	Texas Red fluor	CRE-bla Fsk	Hsp90 Hop PPI	UbGFP stabilizer	A350 autofl	Luciferase inh	HBB splice mod	ERK AVP inh
O=C(O)c1cccnc1Oc1ccccc1	i	i	0.0%	i	-1.4%	-0.9%	0.4%	i	2.7%	3.7%	-11.4%
N#C/C(C(=O)N1CCOCC1)=C1/SC=C(c2ccccc2)N1c1ccccc1	.	.	3.4%	.	3.1%	-1.6%	-3.1%	.	1.4%	-3.9%	-5.8%
O=c1cc(N2CCc3ccccc32)[nH]c(=O)n1-c1ccccc1	i	i	2.2%	i	-14.6%	-3.2%	6.7%	i	1.2%	-0.4%	3.3%
CN(C)S(=O)(=O)c1ccc(C(=O)Nc2ccc(F)cc2F)cc1	.	.	.	.	0.3%	-1.6%	-4.4%	.	1.1%	0.4%	.
CCCCCCC1/C(=N/O)CCC1C(=O)OC (stereo unspecified)	i	i	-0.5%	i	-7.7%	-2.0%	.	i	1.1%	1.1%[0.369 µM]	-17.6%
CCCS(=O)(=O)C(=C1Nc2ccccc2N1)S(=O)(=O)CCC	i	?	0.2%	i	-6.7%	1.8%	8.7%	?	-4.9%	-2.9%	-6.7%
CSc1nsc(SC)c1NC(=O)OC1CCCCC1	?	i	-4.3%	i	3.2%	3.9%	7.6%	i	-1.2%	-0.3%	-28.3%
COc1cc([C@@H](O)CO)ccc1OS(=O)(=O)O	?	i	-1.1%	i	-3.3%	-8.9%	3.4%	i	-1.8%	-0.5%	-14.7%
N#CCSc1nc(Nc2ccc3c(c2)OCO3)c2ccccc2n1	i	1.33e-07M*	-2.6%	i	?	-1.5%	10.3%	1.92e-07M*	-0.5%	1.1%[57.5 µM]	31.6µM*
Cc1cc(-c2ccco2)n2c(nc3ccccc32)c1C#N	5.98e-08M*	?	18.3%	i	2.51µM*	6.1%	3.4%	?	0.0%	0.4%	?
COc1ccc(NC(=O)Cn2nnc(-c3ccccc3F)n2)cc1Cl	i	i	0.0%	i	7.4%	0.1%	1.1%	i	2.9%	.	0.2%
CC(=O)c1cn(CC(=O)Nc2ccccc2)c2ccccc12	?	i	0.0%	i	?	0.0%	19.1%	i	1.6%	-0.4%	-19.6%
N#Cc1cc2c(nc1SCC(O)CS(=O)(=O)Cc1ccccc1)CCCC2 (stereo unspecified)	i	i	5.9%	i	4.0%	?	7.8%	i	0.6%	-0.4%	-19.6%
CCn1c(SCC(=O)c2cc(OC)ccc2OC)nnc1C(C)C	i	i	0.0%	i	3.7%	0.5%	-6.2%	i	-1.1%	.	-9.6%
CC(=O)NC(O)C(=O)c1ccco1 (stereo unspecified)	i	?	-1.2%	i	?	-2.0%	-0.9%	?	-2.1%	-1.0%	-5.8%
N#Cc1cccc(-c2cncnc2-n2ccnc2)c1	i	i	-2.9%[9.22 µM]	i	3.5%	-6.9%	1.6%	i	0.7%[2.29 µM]	0.4%	-6.4%
CCN1CCC[C@H]1CNC(=O)c1c(O)c(Cl)cc(Cl)c1OC	.	.	-1.4%	.	?	-1.5%	5.8%	.	12.6µM*	.	-6.8%
CCCCC(=O)NC1(C(F)(F)F)C(=O)N(Cc2ccco2)C(C)=C1C(=O)OC (stereo unspecified)	i	i	5.3%	i	?	-5.9%	0.0%	i	2.4%	0.4%	-20.4%
Cc1ccc(C(=O)Nc2ccc(S(=O)(=O)O)c3cc(S(=O)(=O)O)cc(S(=O)(=O)O)c23)cc1NC(=O)c1cccc(NC(=O)Nc2cccc(C(=O)Nc3cc(C(=O)Nc4ccc(S(=O)(=O)O)c5cc(S(=O)(=O)O)cc(S(=O)(=O)O)c45)ccc3C)c2)c1	i	i	-0.4%&-1.1%	i	-7.5%&-12.6%	?	6.5%&3.0%	i	0.5%&0.7%	1.1%	?
Nc1nnc(-c2cccnc2)s1	.	.	-1.8%	.	-0.2%	-1.7%	-8.6%	.	0.8%	0.5%	-8.3%
CC(=O)[C@H]1CC[C@H]2[C@@H]3C=CC4=CC(=O)CC[C@@]4(C)[C@H]3CC[C@]12C	i	?	0.0%[20.6 µM]	?	20.7%[17.1 µM]	-5.2%[26 µM]	4.3%[20.5 µM]	?	-3.7%[25.5 µM]	-1.0%[20.6 µM]	1.9%[25.7 µM]
Cc1nn(C)c(C)c1CNC(=O)c1nn2c(c1Cl)NC(c1cccs1)CC2C(F)(F)F (stereo unspecified)	?	i	-3.9%	i	?	-4.5%	-3.1%	i	1.9%	-6.4%	17.8%
CN1CCN(CCCNC(=O)Cn2ncc3c4ccccc4n(C)c3c2=O)CC1	.	.	6.9%	.	-7.9%	-3.5%	-7.2%	.	-4.7%	-0.4%	-12.3%
CCOC(=O)C1CCN(C(=O)CN(c2cc(OC)ccc2OC)S(=O)(=O)c2ccccc2)CC1	.	.	-1.9%	.	1.1%	-4.9%	-2.3%	.	2.8%	-1.6%	9.5%
C=CCNC(=O)CSc1ccc(Cl)cc1	i	i	1.6%	i	-5.7%	1.4%	3.4%	i	-1.6%	0.6%	-11.5%
COc1ccc(OC)c(S(=O)(=O)Nc2ccccc2C(F)(F)F)c1	i	i	2.6%	i	-12.1%	-5.0%	12.0%	i	0.3%	0.7%	0.3%
CCN1CCCC1CNC(=O)c1cc2c(=O)n(C)c3ccccc3c2n1C (stereo unspecified)	.	.	.	.	?	-4.2%[2.3 µM]	-8.6%	.	0.4%	-0.2%	?
C#C[C@]1(O)CC[C@@H]2[C@H]3CCc4cc(OC)ccc4[C@@H]3CC[C@@]21C	?	i	4.0%[20.6 µM]	i	?	1.2%[26 µM]	4.3%[20.5 µM]	i	2.2%[25.5 µM]	-0.5%[20.6 µM]	?
COc1ccccc1-n1c(N)c(C(N)=O)sc1=S	?	i	1.2%	i	?	0.5%	-8.0%	i	2.3%	-1.1%	5.2%
COc1ccc(OC)c(NC(=O)CC(NCCC2=CCCCC2)C(=O)O)c1 (stereo unspecified)	i	i	9.0%	i	0.0%	-9.2%	-1.0%	i	1.8%	-2.3%	14.0%
O=C(Nc1cccc(NC(=O)c2nccc3ccccc23)c1)c1ccco1	i	i	-1.0%	i	4.9%	-15.7%	0.9%	i	12.6µM*	.	-12.2%
COc1ccc(NC(=O)N2CCC(c3ccccc3)C2)c(OC)c1 (stereo unspecified)	.	.	-3.4%	.	6.6%	-2.6%	1.4%	.	-23.0%	-0.1%	-3.2%
CCn1c(SCc2nc3ccccc3c(=O)[nH]2)nnc1-c1cccnc1	i	i	2.1%	i	-0.4%	-9.0%	10.4%	i	2.4%	0.0%	3.8%
CC(C)NCC(O)COc1ccc(CC(N)=O)cc1 (stereo unspecified)	?	i	6.1%[20.6 µM]	i	.	.	.	i	2.0%[25.5 µM]	.	.
Cc1ccc(NC(=O)c2c(C)nc(Nc3nc4ccccc4o3)nc2C)cc1	i	i	-2.4%	i	0.7%	-1.5%	4.5%	i	1.2%	.	3.4%
COc1ccccc1NC(=O)N(CCCN1CCOCC1)Cc1cc2cc3c(cc2[nH]c1=O)OCO3	i	2.14e-07M*	-1.2%	i	1.6%	3.6%	1.3%	1.65e-07M*	1.6%	.	13.8%
COc1ncc2nc(-c3cn(C)c4ccccc34)c(=O)n(Cc3ccc(F)cc3)c2n1	?	i	0.0%[9.22 µM]	i	?	-5.0%	2.7%	i	0.8%[11.4 µM]	2.7%	10.6%
Cc1cc(N=Cc2cc(Cl)ccc2O)no1	.	.	3.6%	.	10.3%	-0.1%	17.4%	.	0.5%	-0.1%	-15.9%
COc1ccc(-c2ccc(-c3noc(-c4ccc(OC)c(OC)c4)n3)c(OC)n2)cc1	?	9.39e-08M*	6.4%	i	?	-0.3%	1.2%	1.23e-07M*	1.5%	0.1%[57.5 µM]	-1.9%
CCCCNC(=O)c1cc2c(=O)n3cccc(C)c3nc2n(Cc2ccncc2)c1=N	1.6e-08M*	4.07e-06M*	0.0%	?	3.16µM*	-5.5%	16.7%	4.93e-06M*	2.3%	4.9%	5.6%
COc1ccc(OC)c(NC(=O)c2nnn(CCc3ccccc3)c2N)c1	.	.	.	.	11.8%	-4.1%[2.3 µM]	5.7%	.	0.2%	-0.5%	7.3%
CCOc1ncccc1C(=O)OCC(=O)Nc1ncc(C(F)(F)F)cc1Cl	?	i	3.3%	i	?	0.6%	3.2%	?	0.4%	-1.6%	15.8%
CC(C)C1N=C2c3ccccc3N=C(SCc3cc(=O)n4cc(Cl)ccc4n3)N2C1=O (stereo unspecified)	i	5.01e-08M*	-1.4%	i	1.26µM*	6.0%	3.5%	4.73e-08M*	-5.9%	-2.5%	-2.5%
